Assay outcomes from PubChem BioAssay.
D1 antag: human D1 dopamine receptor antagonism. AID 504652. 360,000 compounds, 3.2% hits. HEK293 TREx D1 cells, calcium flux, dopamine EC80; hits give low values. activity change, negative = inhibition, % at 10 µM; in the data active = activity change below about -30%; note: % is set by controls: 0 for no effect and ±100 for the full control effect
Target sequence (P21728 whole entry, looked up): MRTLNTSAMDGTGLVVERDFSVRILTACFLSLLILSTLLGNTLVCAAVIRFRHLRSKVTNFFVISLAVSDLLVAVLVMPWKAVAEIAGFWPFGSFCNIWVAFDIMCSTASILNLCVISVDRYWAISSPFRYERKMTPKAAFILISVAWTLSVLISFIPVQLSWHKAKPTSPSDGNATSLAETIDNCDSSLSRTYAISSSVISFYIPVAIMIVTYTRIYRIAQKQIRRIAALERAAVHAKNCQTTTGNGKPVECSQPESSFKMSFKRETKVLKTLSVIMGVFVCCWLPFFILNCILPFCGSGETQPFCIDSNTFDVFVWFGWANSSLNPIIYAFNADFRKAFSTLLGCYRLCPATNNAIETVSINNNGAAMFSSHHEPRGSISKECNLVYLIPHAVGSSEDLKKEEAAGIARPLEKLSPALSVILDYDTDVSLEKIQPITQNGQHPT
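HEK293 T-REx cells expressing inducible, force-coupled D1 receptor; no-wash Ca dye, 30–90 min RT. Cmpd → 180 s read at 1 Hz → EC80 DA → 180 s read.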
D2 PAM: positive allosteric modulators of human D2 dopamine receptor | HEK293 T-REx D2, calcium flux, EC20 dopamine potentiation | 340,000 compounds, 0.34% hits | P14416 | potentiation, % at 10 µM;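 active = potentiation over 3 SD above the plate norm, cut at about 30% in these data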; note: 0% is about no effect
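Calcium flux readout, no-wash dye, 1 read/s. Inducible HEK293 Trex D2 line, overnight 30 C. Compound alone 180 s (agonist flags), then EC20 dopamine, another 180 s to score potentiation.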
RXFP1 ag: agonists of human relaxin receptor RXFP1; Q9HBX9; HEK293T-RXFP1 cAMP TR-FRET, 30 min; response scale: percent of porcine relaxin response, buffer zero; Potency, µM (titrated, usually from 57.5 µM), for inactives: top-dose activation, usual class: activators; 370,000 compounds, 0.3% hits; note: potency is the fitted concentration of half-maximal effect; % is set by controls: 0 for no effect and ±100 for the full control effect; nearly all actives have a fitted effect of over 60% in size; many of its hits are not listed in these tables
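HEK293T cells stably expressing RXFP1 were pretreated with the PDE4 inhibitor Ro 20174, exposed to compounds for 30 min at 37C, lysed, and cAMP was read by TR-FRET. Data normalized to buffer (basal) and 29 nM porcine relaxin (100%).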
Vif-APOBEC3F blk: inhibitors of Vif-A3F interaction; HeLa A3F-eYFP + Vif (tagged APOBEC3F with the HIV-1 protein that degrades it), YFP fluorescence increase; Potency, µM (top dose mostly 46.1 µM), inactives show at the top dose activity, negative = active; 390,000 compounds, 0.2% hits; AID 602313; note: potency is the fitted concentration of half-maximal effect; % of control where 0% means no effect; nearly all actives have a fitted effect of over 65% in size
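HeLa cells stably expressing A3F-eYFP plus Vif, plated and incubated overnight at 37 deg C, then exposed to compounds overnight at 37 deg C. Blocked degradation read as raised yellow fluorescence (Ex 488/Em 500-530).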
Vif-APOBEC3G blk: blocks the Vif interaction with human APOBEC3G | Q9HC16 | HeLa A3G-eYFP + Vif (tagged APOBEC3G with the HIV-1 protein that degrades it), YFP fluorescence, overnight | Potency, µM (highest dose often 46.1 µM), for inactives: at the top dose activity, negative = active, usual class: inhibitors | 410,000 compounds, 0.076% hits;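 note: potency is the fitted concentration of half-maximal effect; % is set by controls: 0 for no effect and ±100 for the full control effect; nearly all actives have a fitted effect of over 60% in size; hits raise eYFP signal because A3G escapes Vif-driven loss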
Target sequence (Q9HC16 whole entry, looked up): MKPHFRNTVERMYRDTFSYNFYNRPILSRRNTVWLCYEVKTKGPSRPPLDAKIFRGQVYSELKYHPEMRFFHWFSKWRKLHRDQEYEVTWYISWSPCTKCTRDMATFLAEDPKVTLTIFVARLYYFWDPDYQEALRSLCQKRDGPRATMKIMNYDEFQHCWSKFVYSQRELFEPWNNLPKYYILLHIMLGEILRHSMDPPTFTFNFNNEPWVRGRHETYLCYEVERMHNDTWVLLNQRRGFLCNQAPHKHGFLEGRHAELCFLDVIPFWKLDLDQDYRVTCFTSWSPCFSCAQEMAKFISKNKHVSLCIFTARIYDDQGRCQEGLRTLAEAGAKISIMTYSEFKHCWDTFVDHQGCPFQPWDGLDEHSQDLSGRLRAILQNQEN
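HeLa cells stably expressing Vif and C-terminally eYFP-tagged A3G, seeded overnight at 37 deg C, then exposed to compound by pintool overnight at 37 deg C. Rise in yellow fluorescence (Ex 488/Em 500-530, Acumen) marks blocked Vif-driven A3G degradation.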
Glioma ERSR ind: ER stress response induction in glioma. U87-MG GRP78 promoter luciferase reporter, 16 h. Potency, µM, for inactives: at the top dose activation, usual class: activators. 420,000 compounds, 0.02% hits. AID 602332; note: potency is the fitted concentration of half-maximal effect; series mostly up to about 76 µM; % of control where 0% means no effect; nearly all actives have a fitted effect of over 35% in size
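ERSR induction read as luciferase luminescence (Bright-Glo, 10 min at room temperature) in stably transfected human U87-MG glioma cells exposed to compounds for 16 h, using GRP78 as sensor.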
D1 ag: agonists of human D1 dopamine receptor; activation, % at 2 µM; 360,000 compounds, 1% hits; HEK293 T-REx D1 cells, calcium flux, agonist mode; AID 504660; in the data active = activation above about 30%; note: 0% is about no effect
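Agonism was scored from calcium flux recorded over 180 s (1 read/s) after pintool compound addition, following a 10-cycle baseline. Cells were inducible force-coupled HEK293 TREx D1, plated overnight at 30 C and loaded with no-wash calcium dye.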
D1 PAM: human D1 dopamine receptor positive modulation. P21728. HEK293 TREx D1 cells, calcium flux, dopamine EC20 potentiation. potentiation, % at 10 µM. 360,000 compounds, 0.036% hits; in the data active = potentiation above about 30%; note: 0% is about no effect
LDHA block: LDHA (human) enzyme inhibition. P00338. purified LDHA, NADH/diaphorase-resazurin fluorescence; hits give low values. activity change, % (values are at about 110 or 230 µM). 480,000 compounds, 0.15% hits; in the data active = activity change below about -30%; inconclusive = mostly about -25% to -30%;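 note: plate controls were DMSO wells for no effect and wells without enzyme for full effect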
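Remaining NADH was detected by diaphorase (0.133 mg/mL) converting 37 µM resazurin to fluorescent resorufin, read at 0 and 20 minutes. The preceding 5-minute room-temperature reaction used 2 nM LDHA, 0.2 mM sodium pyruvate and 0.06 mM NADH at pH 7.4.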
An asterisk follows results filed as active; ? = inconclusive; nt = not tested or not shown; & = joins results of further samples. Unless noted, calls come from the whole dose curve; as a rule, active = well fitted curve in the direction sought with a large enough effect; inconclusive = small, poorly fitted or top-dose-only effect, or another doubt; inactive = no such curve, though single readings can be large; an effect the other way counts as inactive or inconclusive.

SMILES	D1 antag	D2 PAM	RXFP1 ag	Vif-APOBEC3F blk	Vif-APOBEC3G blk	Glioma ERSR ind	D1 ag	D1 PAM	LDHA block
NCCSc1c(-c2ccc(F)cc2)[nH]c2ccccc12	-4	-20	-0.9%	-1%	-4%	-4%	18	-5	-5
CCOC(=O)C1CCCCN1Cc1cc(Cl)ccc1O (stereo not given)	2	4	0.7%	-21%	2%	-3%	4	-2	-1
CN(CC(=O)O/N=C(\N)c1ccccn1)S(=O)(=O)c1cc(Cl)ccc1Cl	-5	10	4.5%	1%	0%	0%	4	-3	4
O=C(CN1NS(=O)(=O)c2ccccc2C1=O)Nc1ccccc1OC(F)F	5	-5	1.2%	0%	1%	-3%	1	8	0
Cc1cn([C@H]2C[C@H](O)[C@@H](CCC(=O)NCc3ccc(N(C)C)cc3)O2)c(=O)[nH]c1=O	nt	nt	nt	-3%	-4%	-4%	nt	nt	-1
C=CCOC(=O)C(C#N)c1nc2ccccc2nc1N1CCN(Cc2ccccc2)CC1 (stereo not given)	-4	-38	-0.1%	-3%	-8%	-4%	15	-7	-2&-7
COc1ccc(CCN2CC(C(=O)N(C)CCc3cn[nH]c3)CCC2=O)cc1 (stereo not given)	5	3	2.0%	-2%	-1%	-6%	1	-2	0
CS(=O)(=O)N1CCN(c2cnn(-c3ccccc3)c(=O)c2Cl)CC1	14	14	0.1%	8%	0%	-2%	2	5	-3
COc1ccc(CN(C(=O)c2cc(=O)c3cc(C)cc(C)c3o2)C2CCS(=O)(=O)C2)cc1 (stereo not given)	3	-2	-1.6%	-2%	0%	-7%	5	-2	2&-9
CCc1ccc(NC(=O)CSc2nnc(-c3cnccn3)n2C)cc1	4	-2	2.4%	4%	-5%	-2%	1	3	1
Cc1ccc2c(c1)C(=O)CC(c1ccc3c(c1)OCCO3)O2 (stereo not given)	-15	6	6.2%	-11%	-6%	11%	4	-3	-7
CCOC(=O)/C=C1\SCC(=O)N1CC(=O)NC12CC3CC(CC(C3)C1)C2	-3	1	2.0%	6%	-1%	-4%	-1	2	0
O=C(O)C1C2CC3C(OC(=O)C31)C2Cl (stereo not given)	6	10	-1.6%	4%	0%	-3%	2	0	-7
O=C(COC(=O)CNC(=O)c1ccccc1)Nc1ccc(F)c([N+](=O)[O-])c1	3	8	-2.5%	0%	2%	-3%	4	-5	3
COc1ccccc1C(=O)Nc1ccc(C(=O)c2ccccc2)cc1	-9	1	1.5%	-15%	-9%	4%	5	3	-8
CCCCc1nnc(NC(=O)C=C(C)C)s1	6	-5	0.2%	2%	0%	-2%	2	0	-1
CCOC(=O)C1CCN(c2ncnc3c2c(-c2ccccc2)cn3-c2cccc(C)c2)CC1	8	-3	-1.1%	0%	-2%	-3%	-2	-1	-2
Cc1ccc(S(=O)(=O)N(C)CC(=O)Nc2ccncc2)cc1	-6	nt	1.0%	0%	5%	0%	2	-2	-9
CC(C)n1cc(C(N)=S)c(=O)n(Cc2ccccc2)c1=O	-1	8	2.6%	-7%	0%	-2%	1	-3	-4
O=C(N/N=C/c1cccnc1)c1ccc2ccccc2c1O	-6	4	0.3%	0%	-3%	5%	3	-3	7

Given as labelled records: part of the list above.
mol: NCCSc1c(-c2ccc(F)cc2)[nH]c2ccccc12
  D1 antag = -4
  D2 PAM = -20
  RXFP1 ag = -0.9%
  Vif-APOBEC3F blk = -1%
  Vif-APOBEC3G blk = -4%
  Glioma ERSR ind = -4%
  D1 ag = 18
  D1 PAM = -5
  LDHA block = -5
mol: CCOC(=O)C1CCCCN1Cc1cc(Cl)ccc1O (stereo not given)
  D1 antag = 2
  D2 PAM = 4
  RXFP1 ag = 0.7%
  Vif-APOBEC3F blk = -21%
  Vif-APOBEC3G blk = 2%
  Glioma ERSR ind = -3%
  D1 ag = 4
  D1 PAM = -2
  LDHA block = -1
mol: CN(CC(=O)O/N=C(\N)c1ccccn1)S(=O)(=O)c1cc(Cl)ccc1Cl
  D1 antag = -5
  D2 PAM = 10
  RXFP1 ag = 4.5%
  Vif-APOBEC3F blk = 1%
  Vif-APOBEC3G blk = 0%
  Glioma ERSR ind = 0%
  D1 ag = 4
  D1 PAM = -3
  LDHA block = 4
mol: O=C(CN1NS(=O)(=O)c2ccccc2C1=O)Nc1ccccc1OC(F)F
  D1 antag = 5
  D2 PAM = -5
  RXFP1 ag = 1.2%
  Vif-APOBEC3F blk = 0%
  Vif-APOBEC3G blk = 1%
  Glioma ERSR ind = -3%
  D1 ag = 1
  D1 PAM = 8
  LDHA block = 0

Further structures follow:
SMILES	D1 antag	D2 PAM	RXFP1 ag	Vif-APOBEC3F blk	Vif-APOBEC3G blk	Glioma ERSR ind	D1 ag	D1 PAM	LDHA block
O=C(Cn1ccc2ccccc2c1=O)NCC(=O)N1CCN(c2ccccc2F)CC1	8	1	-0.6%	-14%	1%	-3%	-2	-5	-7
COc1ccc(C(=O)Nc2cc3c(cc2N2CCCCC2)n(C)c(=O)n3C)cc1OC	-6	14	3.1%	7%	-13%	-2%	-1	-3	-1
CCN1C[C@@H]2[C@@H]3C(=O)N(C)C(=O)[C@@H]3[C@](CC)(C1=O)N2C(=O)c1ccc(C(C)(C)C)cc1	nt	nt	nt	4%	-2%	0%	nt	nt	-2
Cc1ccc(-c2cc(C(=O)Nc3nn[nH]n3)c3ccccc3n2)cc1	-3	-5	-0.9%	0%	0%	-1%	3	-5	2&-3
C=CC[C@H](CC(=O)N(CCO)Cc1ccccc1)C(=O)N[C@H](COC(=O)[C@@H](CC=C)CC(=O)OC(C)(C)C)c1ccccc1	nt	nt	nt	0%	-12%	0%	nt	nt	1
CCOc1ccc(-c2nc(CCl)cs2)cc1OC	nt	2	0.8%	3%	1%	7%	-2	-2	-2
CC(OC(=O)c1ccccc1NCCO)C(=O)Nc1ccc(S(=O)(=O)N2CCOCC2)cc1 (stereo not given)	4	2	1.6%	10%	-1%	1%	0	-8	-2
O=C(Nc1ccccc1OC(=O)c1ccccc1)c1ccccc1	nt	nt	nt	?	?	4%	nt	nt	-4
N=c1c(-c2nc3ccccc3[nH]2)cc(C(=O)c2cccs2)nn1-c1ccccc1	2	16	2.6%	4%	-1%	-8%	3	0	2
COc1ccc(S(=O)(=O)N2CCOCC2)cc1NC(=O)CC(C)c1ccccc1 (stereo not given)	nt	nt	nt	-7%	-1%	-4%	nt	nt	-8
O=C(OCC(=O)N1CCN(C(=O)c2ccco2)CC1)c1ccc(Cl)nc1	nt	nt	nt	-5%	2%	-4%	nt	nt	0
CC(C)Oc1cccc(C(=O)C2CCCN(C(=O)c3ccc4c(c3)OCO4)C2)c1 (stereo not given)	-12	-2	-1.6%	-7%	5%	-4%	2	-4	-18
Cc1ccc(OCCOC(=O)c2sc(=S)n(C)c2C)cc1	-3	9	-1.1%	6%	-5%	0%	1	3	-2
C[C@@H](C(=O)NCc1ccc(S(C)(=O)=O)cc1)[C@@H]1C[C@@]1(C)[C@@H](NC(=O)OCc1ccccc1)c1ccccc1	-11	2	0.4%	0%	-6%	-3%	6	0	1
Cn1c(=O)c2c(SCC(=O)N3CCCc4ccccc43)nc(C3CC3)nc2n(C)c1=O	8	25	1.2%	-6%	2%	-3%	2	-1	1
O=C(CSc1nnc(-c2cccc(S(=O)(=O)N3CCCCC3)c2)o1)c1ccc[nH]1	0	-1	0.2%	-5%	-4%	0%	2	4	-11
COc1ccc(CCN(Cc2cccs2)S(=O)(=O)c2ccc(C(=O)O)cc2)cc1OC	-7	3	-0.1%	21%	-14%	6%	4	2	0
O=C(COc1ccc(Cl)cc1)NCC(c1ccco1)S(=O)(=O)c1ccccc1 (stereo not given)	nt	1	-0.1%	4%	4%	-2%	-3	0	1
COc1ccc(/C=N/OCC(=O)OCC(=O)N(C)c2ccccc2)cc1	0	4	0.8%	8%	0%	-1%	7	-6	-2
COc1ccc(N2CCN(C(=S)Nc3ccc(OC)cc3OC)CC2)cc1	-12	5	-2.5%	2%	0%	2%	-1	6	0

An excerpt from above in order of the D1 antag value, rising.
Compound	D1 antag
COc1ccc(CCN(Cc2cccs2)S(=O)(=O)c2ccc(C(=O)O)cc2)cc1OC	-7
N=c1c(-c2nc3ccccc3[nH]2)cc(C(=O)c2cccs2)nn1-c1ccccc1	2
O=C(Cn1ccc2ccccc2c1=O)NCC(=O)N1CCN(c2ccccc2F)CC1	8

Later entries
SMILES	D1 antag	D2 PAM	RXFP1 ag	Vif-APOBEC3F blk	Vif-APOBEC3G blk	Glioma ERSR ind	D1 ag	D1 PAM	LDHA block
Oc1ccc(O)c(-c2cnns2)c1	6	4	4.5%	-2%	-13%	-2%	1	7	23
COC(=O)C1(C)NC(c2ccc(OC)cc2)C2C(=O)N(c3ccccc3)C(=O)C21 (stereo not given)	-30	-10	4.4%	1%	0%	4%	1	0	-5
COC(=O)[C@@H]1CC[C@H](C)[C@@H](c2ccc(C)cc2)N1C(=O)c1ccc(/C=N/O[C@@H](C)CN2CCCCc3nc(C)c(C)cc32)cc1	-2	7	0.2%	nt	nt	nt	2	-5	nt
O=C(Oc1ccccc1Cl)c1ccc(-n2cncn2)nc1	-9	-8	3.4%	0%	1%	-3%	1	-9	-1
Cc1cccc(N2CCN(S(=O)(=O)c3cn(C)cn3)CC2)c1C	14	-3	0.3%	0%	1%	2%	10	-8	-13
COc1cccc(CN(C)CC(=O)NC(=O)NCc2ccccc2)c1	9	-7	2.1%	0%	0%	-3%	1	0	-4
O=C(COC(=O)CCNS(=O)(=O)c1ccc(Cl)cc1)Nc1ccccc1OC(F)F	1	15	0.7%	-11%	-1%	-6%	2	3	-5

Some of these compounds in order of molar mass, smallest number first:
SMILES	D1 antag	D2 PAM	RXFP1 ag	Vif-APOBEC3F blk	Vif-APOBEC3G blk	Glioma ERSR ind	D1 ag	D1 PAM	LDHA block
Cc1cccc(N2CCN(S(=O)(=O)c3cn(C)cn3)CC2)c1C	14	-3	0.3%	0%	1%	2%	10	-8	-13
COC(=O)C1(C)NC(c2ccc(OC)cc2)C2C(=O)N(c3ccccc3)C(=O)C21 (stereo not given)	-30	-10	4.4%	1%	0%	4%	1	0	-5
O=C(COC(=O)CCNS(=O)(=O)c1ccc(Cl)cc1)Nc1ccccc1OC(F)F	1	15	0.7%	-11%	-1%	-6%	2	3	-5

An excerpt (hit frequency here may not be typical).
